Screens deposited in PubChem BioAssay by National Center for Advancing Translational Sciences (NCATS).
TCR activator: Activators of T cell receptors: qHTS campaign; primary human leukocytes, anti-CD3, IL-2 HTRF, 48 h; Potency, µM (top dose mostly 9.22 µM), for inactives: at the top dose activation of IL-2 secretion, most hits filed as activators; 330,000 tested, under 10 active; AID 504894, 2011; further: % of control where 0% means no effect
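Primary human leukocytes receive a-CD3 beads and test compound and are incubated 48 hr. Secreted IL-2 is then assayed by HTRF, measuring 665nm acceptor emission after 320nm excitation of the europium donor.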
KCNH2 3.1 inh: qHTS for Inhibitors of KCHN2 3.1: Mutant qHTS; Potassium voltage-gated channel subfamily H member 2, brain isoform KCNH2 3.1 (human); U2OS KCNH2 3.1, thallium flux FluxOr; stronger effect = lower value; activity change, % (tested at about 1.8 µM); 340,000 compounds, 0.95% hits;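 active means maximum activity change below -70%; inconclusive means maximum activity change from -70% to -50%; inactive means maximum activity change above -50%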;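 further: thallium influx rate constant from kinetic fluorescence after stimulation buffer; on the % scale 0 is the no-effect control and ±100 the full control effect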
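U2OS cells transduced with KCNH2 3.1 mutant virus (1.77 x 10^8 /mL, 4 h), plated overnight at 37 C, loaded 45 min with FluxOr dye plus Red40 quencher. Thallium flux rate constant from kinetic reads after stimulation buffer, normalised to controls.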
TSHR antagonist: Antagonists of the Thyroid Stimulating Hormone Receptor: HTS campaign | Thyrotropin receptor (Homo sapiens), P16473 | TSHR-expressing cells, TSH-stimulated cAMP HTRF, 2 h; stronger effect = lower value | activity change, negative = inhibition, % at 11.5 µM | 330,000 compounds, 0.2% hits | AID 504810, 2011;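 active means activity change below a set negative limit, meaning inhibition stronger than a set level, cut at about -70% in these data; inconclusive means activity change between two set negative limits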; further: on the % scale 0 is the no-effect control and ±100 the full control effect
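Cell-based HTRF cAMP assay; TSHR cells + compound, TSH EC80 (4nM final), 2 h, 37 deg C. Lysis with anti-cAMP cryptate and cAMP-d2, 30 min RT, read 665/620 nm.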
Mito fusion act: qHTS Assay for Small Molecule Inhibitors of Mitochondrial Division or Activators of Mitochondrial Fusion. Potency, µM (titrated, usually from 46.1 µM), for the others: at the highest dose growth rescue (activation), most hits filed as activators. S. cerevisiae fusion-defective mutant growth rescue, CellTiterGlo 48 h. 320,000 compounds, 0.23% hits;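 further: potency means the concentration at half of the fitted maximal effect; % of control where 0% means no effect; nearly all actives have a fitted effect of over 45% in size; temperature-sensitive fusion mutants such as fzo1-1 at 37 °C on non-fermentable ethanol glycerol medium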
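Growth-rescue viability read-out: after 48 h at the non-permissive 37C in glycerol/ethanol YPEG, yeast mitochondrial fusion mutants are measured by CellTiterGlo luminescence; compounds (23 nl pinned per well) restoring growth score as division inhibitors or fusion activators.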
Eya2 phos inh: qHTS Assay for Inhibitors of the Phosphatase Activity of Eya2 | Protein phosphatase EYA2 (Homo sapiens), O00167 | recombinant Eya2, OMFP fluorescence dephosphorylation (OMFP is methylfluorescein phosphate) | Potency, µM (highest dose often 76.9 µM), without a hit: at the top dose activity, negative = inhibition, hits mostly inhibitors | 330,000 compounds, 0.006% hits | AID 488837, 2010; further: potency means the concentration at half of the fitted maximal effect; on the % scale 0 is the no-effect control and ±100 the full control effect
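Eya2 protein (added as 0.2 uM solution) was preincubated with compound for 10 min at ambient temperature in 50 mM HEPES pH 7.5, 50 mM NaCl, 5 uM MgCl2, 0.05% BSA, 1 mM DTT. OMFP (added at 50 uM) then reacted 10 min; fluorescence read at 485/525 nm.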
ELG1 repair inh: qHTS screen for small molecules that inhibit ELG1-dependent DNA repair in human embryonic kidney (HEK293T) cells expressing luciferase-tagged ELG1. 330,000 compounds, 2.3% hits. Potency, µM (top dose mostly 46.1 µM), inactives show at the highest dose activity change, negative = inhibition, hits mostly inhibitors. HEK293T ELG1-luciferase reporter, luminescence, 16 h; DNA damage induced by 5-fluorouridine; further: potency means the concentration at half of the fitted maximal effect; on the % scale 0 is the no-effect control and ±100 the full control effect; nearly all actives have a fitted effect of over 55% in size
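HEK293T cells expressing luciferase-tagged ELG1 (2,000/well) received 5-Fluorouridine plus compound or DMSO for 16 hr at 37 °C. Luciferase was read by ONE-Glo luminescence after 30 min at room temperature.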
USP2a block: qHTS Assay for Inhibitors of Ubiquitin-specific Protease USP2a Using CHOP2 as the Reporter | USP2 core, Ub-CHOP2 coupled fluorogenic reporter, 485/531 | Ubiquitin carboxyl-terminal hydrolase 2 (Homo sapiens), O75604 | Potency, µM (highest dose often 38.3 µM), for the others: top-dose activity change, negative = inhibition, usual class: inhibitors | 330,000 compounds, 0.01% hits | AID 463254, 2010;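 further: potency means the concentration at half of the fitted maximal effect; plate controls were DMSO wells for no effect and full inhibition by NEM control for full effect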
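Deubiquitinase activity read as fluorescence (485/531 nm) after Ub-CHOP2 cleavage activates the enterokinase reporter on its substrate; USP2 core 10nM, Ub-CHOP2 and substrate 25nM each, 30min compound preincubation then 60min RT; data normalized to NEM, curves fitted.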
KCNH2 WT inh: qHTS for Inhibitors of KCHN2 3.1: Wildtype qHTS; Voltage-gated inwardly rectifying potassium channel KCNH2 (Homo sapiens), Q12809; U2OS, BacMam KCNH2, thallium flux FluxOr; stronger effect = lower value; activity change, % at 1.84 µM; 340,000 compounds, 0.37% hits; AID 720551, 2013;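 active means maximum activity change below -70%; inconclusive means maximum activity change between -70% and -50%; inactive means maximum activity change above -50%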; further: on the % scale 0 is the no-effect control and ±100 the full control effect
Target sequence (Q12809 whole entry, looked up): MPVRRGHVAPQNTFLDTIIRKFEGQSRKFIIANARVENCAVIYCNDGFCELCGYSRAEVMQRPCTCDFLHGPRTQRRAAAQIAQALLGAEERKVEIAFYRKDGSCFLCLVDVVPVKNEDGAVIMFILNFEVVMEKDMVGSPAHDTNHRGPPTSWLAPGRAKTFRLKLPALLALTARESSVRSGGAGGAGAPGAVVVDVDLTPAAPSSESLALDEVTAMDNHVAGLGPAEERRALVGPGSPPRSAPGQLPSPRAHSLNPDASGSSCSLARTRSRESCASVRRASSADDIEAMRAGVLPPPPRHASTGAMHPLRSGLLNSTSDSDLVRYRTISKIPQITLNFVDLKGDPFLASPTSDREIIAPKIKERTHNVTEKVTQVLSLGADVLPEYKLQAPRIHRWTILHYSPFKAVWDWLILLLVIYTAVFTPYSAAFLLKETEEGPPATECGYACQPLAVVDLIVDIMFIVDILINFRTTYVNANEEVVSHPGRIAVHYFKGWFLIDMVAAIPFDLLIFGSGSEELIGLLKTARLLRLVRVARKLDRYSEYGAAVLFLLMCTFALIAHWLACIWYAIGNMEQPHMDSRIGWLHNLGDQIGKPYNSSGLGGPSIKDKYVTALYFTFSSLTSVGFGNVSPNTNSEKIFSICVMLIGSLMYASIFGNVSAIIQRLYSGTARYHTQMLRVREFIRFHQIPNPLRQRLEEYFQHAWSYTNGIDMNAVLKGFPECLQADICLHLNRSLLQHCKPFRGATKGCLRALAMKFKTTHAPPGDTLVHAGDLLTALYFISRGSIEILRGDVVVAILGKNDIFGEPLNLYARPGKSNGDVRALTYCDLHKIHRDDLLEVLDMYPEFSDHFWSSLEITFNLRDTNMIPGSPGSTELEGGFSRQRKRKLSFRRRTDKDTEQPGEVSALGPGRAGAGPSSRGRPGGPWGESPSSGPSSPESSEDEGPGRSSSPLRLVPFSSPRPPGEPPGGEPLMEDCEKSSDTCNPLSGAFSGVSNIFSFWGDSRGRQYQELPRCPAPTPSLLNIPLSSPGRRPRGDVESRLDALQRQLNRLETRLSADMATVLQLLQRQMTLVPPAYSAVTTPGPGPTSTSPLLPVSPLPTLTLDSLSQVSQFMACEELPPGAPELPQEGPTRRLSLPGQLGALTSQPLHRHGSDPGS
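U2OS cells transduced with wild-type KCNH2 virus are loaded with FluxOr dye for 45 min, and thallium flux is measured in kinetic reads before and after stimulation buffer. Rate constants are normalized to DMSO controls.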
A-T KAP1 phos: qHTS Assay for Identifying a Potential Treatment of Ataxia-Telangiectasia; […] A-T fibroblasts, KAP-1 phosphorylation AlphaLISA; neocarzinostatin DNA damage 30 min before lysis; Potency, µM (titrated, usually from 57.5 µM), for inactives: at the highest dose activation, actives largely listed as activators; 320,000 compounds, 0.19% hits; AID 485349, 2010; further: potency means the concentration at half of the fitted maximal effect; % of control where 0% means no effect; nearly all actives have a fitted effect of over 45% in size
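hTERT-immortalized A-T patient fibroblasts ([…]), 500 cells/well in OPTI-MEM, 1% FBS, got compounds for 60 min, then NCS for 30 min at 37C. Lysates were then assayed for phospho-KAP-1 by AlphaLISA (anti-pKAP1 donor, anti-KAP1 acceptor beads), 6 hr at 25C.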
TRPV1 agonist: HTS Assay for Compounds that Act as Agonists of the Vanilloid Receptor 1 | Transient receptor potential cation channel subfamily V member 1 (Homo sapiens), Q8NER1 | TRPV1-expressing cells, Fluo-8 calcium influx, agonist mode | activation, % at 8.33 µM | 320,000 compounds, 0.19% hits; in the data active means activation above about 80%; inconclusive means between about 30% and that limit; further: 0% is about no effect
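Cells expressing TRPV1 were dye-loaded with Fluo-8 and read kinetically: 10 s baseline, 3 min after compound (agonist portion), then 2 min after EC20 capsaicin (allosteric enhancer portion). Calcium-bound dye fluorescence at 480/520 nm.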
The depositor's hits bear a star; ? = inconclusive; / = not tested or not shown; & = joins results of further samples; [ ] = another dose, or the depositor's remark. Unless noted, the call rests on the fitted dose curve; in most records, active means well fitted curve in the direction sought with a large enough effect; inconclusive means small, poorly fitted or top-dose-only effect, or another doubt; inactive means no such curve, though single readings can be large; an effect the other way counts as inactive or inconclusive.

SMILES | TCR activator | KCNH2 3.1 inh | TSHR antagonist | Mito fusion act | Eya2 phos inh | ELG1 repair inh | USP2a block | KCNH2 WT inh | A-T KAP1 phos | TRPV1 agonist
Clc1ccc(-c2c(C3=NCCCN3)nnn2-c2ccc(Cl)cc2)cc1 | 0% | -19 | 5 | -6% | 5% | -10% | 4% | 52 | 3% | 3
COc1ccccc1C1CC(=O)Oc2cc(C)c(Br)c(C)c21 (configuration not stated) | -4%[46.1 µM] | 2 | -18 | / | 2% | -10% | -2% | -5 | 12% | /
C[C@H](CO)N1C[C@H](C)[C@@H](CN(C)C)Oc2c(NC(=O)Cc3ccccc3)cccc2C1=O | -1% | 6 | 3 | / | -32% | -4% | 1% | -13 | 0% | /
COc1ccc(-c2[nH]ncc2/C=N/NC(=O)c2cccc([N+](=O)[O-])c2)cc1OC | 7% | 19 | -2 | 2% | -1% | ? | -1% | -1 | -8% | -1
CC(C)(CN=C1NS(=O)(=O)c2ccccc21)CNC(=O)c1ccccc1 | -2% | -3 | 4 | 4% | 1% | -18% | 2% | -94* | -3% | 3
O=C(CSc1nc(O)cc(=O)n1-c1ccccc1)c1ccc(Br)cc1 | 2% | -24 | 9 | -1% | 4% | -16% | 6% | 0 | -4% | -1
CCCNC(=O)c1onc(CSc2ccccc2)c1C(=O)NCCC | -4% | 0 | -6 | 4% | 15% | 28% | -1% | 3 | -2% | 29
CCc1c(C)nc2ccc(Br)cc2c1SCCC#N | -26%[46.1 µM] | 6 | -15 | 27% | -3% | 4.1µM* | 0% | -1 | 5% | 8
COC(=O)C1=C(C)N=C2SCCC(=O)N2C1c1cccs1 (configuration not stated) | -2% | 0 | 7 | 5% | 11% | -3% | 1% | 2 | / | 3
CC(C)N(Cc1ccccc1)C(=O)CN1c2cccc3cccc(c23)S1(=O)=O | 6%[46.1 µM] | 19 | -5 | / | 0% | ? | 2% | -6 | 15% | /
CSc1ccc(C(=O)C2CCCN(C(=O)Cc3nonc3C)C2)cc1 (configuration not stated) | 9% | / | 7 | 9% | 12% | -1% | 0% | 7 | -2% | 3
CC(=O)Nc1cc(NC(C)=O)cc(C(=O)OCC(=O)Nc2ccc(S(=O)(=O)NC3=NCCCCC3)cc2)c1 | 5% | -2 | -5 | 4% | -11% | -1% | 3% | -13 | 6% | 1
CCCn1c(SCC(=O)NCc2ccco2)nc2c1c(=O)n(C)c(=O)n2C | -1% | 14 | 0 | -2% | -11% | 1% | 0% | -2 | 1% | 1
CCO[C@@H]1OC(C(=O)N2CCN(Cc3ccccc3)CC2)=C[C@H](C2CC2)[C@H]1CCCO | 12% | 13 | 3 | -2% | 8% | 15% | 1% | -5 | 6% | 2
COc1ccc(NC(=O)N2CCCCC2)cc1 | -3% | -14 | 5 | -2% | 5% | 11% | 3% | -6 | 5% | 5
O=C(N/C(=C\c1ccc([N+](=O)[O-])cc1)C(=O)N1CCOCC1)c1cccc(Br)c1 | -1% | -83* | -2 | -3% | -2% | -3% | 1% | -5 | 5% | -1
Cc1ccc(C(O)(C(=O)NNc2ccc3ccccc3n2)c2ccc(C)cc2)cc1 | -4%&2%[46.1 µM] | 9&2 | 3&33 | -10%&-10% | 3%&-8% | ? | -2%&-19% | -1&-2 | 1%&-2% | -7&0
CC1(c2ccc(C#N)cc2)NC(=O)N(CC(=O)Nc2cc(S(=O)(=O)N3CCOCC3)ccc2Cl)C1=O (configuration not stated) | -1% | -4 | 1 | 3% | -7% | -14% | 2% | 11 | 2% | -1
CC1CCCN(C2=C(Cl)C(=O)N(c3cccc(Cl)c3)C2=O)C1 (configuration not stated) | 3%[46.1 µM] | -18 | 4 | 10% | -3% | -11% | 1% | -7 | 5% | 17
CC(=O)c1ccc(Nc2ncnc3c2oc2ccccc23)cc1 | 1% | -3 | -8 | 1% | -5% | ? | ? | -5 | 0% | 88*
CCC(=O)N1CCN(c2ccccc2NC(=O)c2ccc(OC)c(Cl)c2)CC1 | -10% | 7 | 3 | 3% | -7% | ? | 3% | 4 | 0% | ?
COc1ccc(CN2C(=NC(=O)C3CCCO3)SC3CS(=O)(=O)CC32)cc1 (configuration not stated) | 1% | 8 | 7 | -2% | 12% | 10% | -2% | 4 | 7% | 1
Cc1c(O)ccc2c(O)c(NC(=O)c3ccc4c(c3)CCC(C)(C)O4)c(=O)oc12 | 9% | 3 | -10 | -3% | -25% | 4% | 0% | 4 | -9% | -1
Nc1c(O)ccc2c1C(=O)c1ccccc1C2=O | 7%[46.1 µM] | 19 | -23 | 5% | -16% | ? | -7% | 0 | -11% | 0
NC(=O)C(Cc1ccccc1)NS(=O)(=O)c1ccc(N2CCCC2=O)cc1 (configuration not stated) | -5% | -1 | 6 | 0% | 8% | -2% | 3% | 6 | 9% | 0
Cc1noc(C)c1C(=O)NCCCN1CCCC1=O | -4% | -1 | 5 | -4% | -2% | 1% | -1% | 1 | 11% | 3
COc1ccc(-c2cn3nc(C)c(C)nc3n2)cc1OC | 11% | 9 | -18 | 0% | -9% | ? | 0% | 30 | 9% | 3
Cc1[nH]c(N=Nc2ccccc2)nc1N=Nc1ccccc1 | 5% | -13 | -14 | 7% | 4% | ? | 2% | -10 | -5% | ?
CC(=O)c1cccc(NC(=O)Nc2ccc(C)cc2)c1 | 1% | 0 | 2 | -1% | -33% | ? | -2% | -9 | 2% | ?
CCc1nc(SCc2ccc(OC)cc2)n[nH]1 | 2% | -35 | -2 | 1% | 3% | ? | 1% | 1 | -1% | 0
Cc1cccc(-n2nc(C)c3c(C(=O)O)cc(-c4cccs4)nc32)c1 | 1% | 9 | -10 | 7% | -2% | -1% | -3% | -15 | 1% | 2
Cc1ccc(OCC(=O)NNC(=O)C2CCN(c3nccc(C)n3)CC2)cc1 | / | -6 | -14 | 2% | 6% | 3% | 0% | 12 | -3% | 0
Cc1ccccc1NC(=O)Nc1c(C)n(C)n(-c2ccccc2)c1=O | 2% | / | 8 | 1% | 15% | 0% | 0% | 3 | 12% | -1
Cc1ccc(NC(=O)COc2ccc(C3SCCS3)cc2)cc1 | -1%[46.1 µM] | 6 | -7 | 2% | -1% | 1% | -3% | 11 | 1% | 12
CC(C)(C)OC(=O)C[C@H]1C/C=C\C[C@@H](CC(=O)N[C@H](CO)Cc2ccccc2)C(=O)NC[C@@H](c2ccccc2)OC1=O | 1% | 8 | 1 | / | -5% | -15% | 4% | -33 | 2% | /
Cc1ccc2cccc(NC(=O)C(F)(F)F)c2n1 | -2% | 0 | -5 | -7% | 13% | -19% | 0% | 2 | 4% | 0
CCC(C)(C)NC(=O)C(c1ccccn1)N(C(=O)c1csnn1)C1CCCCC1 (configuration not stated) | -56% | -5 | 1 | 3% | -11% | 6% | 2% | 7 | -1% | 23
COC(=O)[C@]1(Cc2ccccc2)N[C@H](c2ccc(-c3cccc(Cl)c3)cc2)[C@@H]2C(=O)N(C)C(=O)[C@@H]21 | -3% | -27 | -1 | 30% | 14% | -2% | -10% | -13 | 25% | 1
CC(=O)NC(Cc1cccc(C)c1)C(=O)NC1CCN(C(=O)c2ccc([N+](=O)[O-])cc2)CC1 (configuration not stated) | 1%[46.1 µM] | 11 | 13 | -4% | -1% | 7% | 3% | -8 | 10% | -2
O=C(Cn1c(=O)n(CC2CCCO2)c(=O)c2ccccc21)N1CCN(c2ccccc2)CC1 (configuration not stated) | 1% | / | 2 | -3% | -2% | -6% | -1% | 1 | 0% | 4
Cc1cccc2c1cnn2C(=O)CCC(=O)NCC(C)c1ccccc1 (configuration not stated) | -3% | 10 | 1 | -1% | ? | 4% | 2% | -2 | 11% | -1

Not all compounds are listed, so the mix of outcomes need not match the whole.
